Screening data as filed in PubChem.
LYP phosphatase: inhibitors of LYP phosphatase, biochemical, fluorescence intensity, uHTS (AID 1779). 290,000 tested, 0.054% active. recombinant LYP phosphatase, fluorescence intensity; higher % means a stronger effect. inhibition, % at 11.5 µM; hits with a dose series show IC50 in µM; in the data active = inhibition above about 50%;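 note: plate controls were vehicle with enzyme for no effect and no enzyme for full effect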
Numbers without * were called inactive.

SMILES | LYP phosphatase
O=C(C1CCC(=O)N(C2CCCC2)C1)N1CCC(Oc2cccc(F)c2)CC1 (configuration not stated) | -5%
CCOc1ccccc1NC(=S)N1CCN(c2ccccc2)CC1 | -4%
O=C(COc1ccc2cc(Br)ccc2c1)N1CCCC1 | -6%
Cc1ccc(C)c(S(=O)(=O)Nc2cccc(-n3cnnn3)c2)c1 | -12%
C=CCc1ccccc1OCCn1nnc2ccccc21 | 0%
Cc1nn(-c2ccccc2)c(C)c1NC(=O)COC(=O)c1cc([N+](=O)[O-])ccc1NCCO | 0%
NS(=O)(=O)c1ccc(CCNC(=O)CNC(=O)COc2ccccc2)cc1 | -6%
COc1ccc(NC(=O)CN(C)S(=O)(=O)c2ccc3c(c2)NC(=O)CS3)cc1 | -10%
O=c1ccc(-c2ccccc2)nn1Cc1ccccc1F | -6%
CCN1CCN(C(=O)c2cc(COc3c(C)cccc3C)on2)CC1 | -7%
O=C(Cn1cnc([N+](=O)[O-])n1)c1ccccc1 | 6%
O=C1CSC(c2ccccc2F)N1c1ccccc1F (configuration not stated) | -4%
CCOC(=O)C#CC(CCc1ccccc1)OS(N)(=O)=O (configuration not stated) | -9%
CCn1c(=O)c2sccc2n2c(CCCC(=O)NC3CCN(Cc4ccccc4)CC3)nnc12 | -10%
COc1ccc(N(CC(O)CN2CCOCC2)S(=O)(=O)c2ccccc2)cc1 (configuration not stated) | 3%
CSCC[C@H](NC(=O)N1C[C@H]2C[C@@H](C1)c1cccc(=O)n1C2)C(=O)Nc1ccc(NC(C)=O)cc1 | -6%
Cc1ccc(-n2nc3c(c2NC(=O)c2ccco2)CS(=O)(=O)C3)cc1C | -7%
COc1cccc(CN2CC(C(=O)NCc3ccc(Cl)s3)CCC2=O)c1 (configuration not stated) | -15%
COc1ccccc1OCCNC(=O)CCNC(=O)c1ccccc1Cl | -6%
CC1=C(C(=O)OCCC(C)C)C(c2ccc3c(c2)OCO3)NC(=O)N1 (configuration not stated) | -7%
Cc1cc(C)nc(NC(=O)Cc2ccc(Cl)cc2)c1 | -8%
CC[C@H](C)[C@@H](CN[C@H](C)CNC)NCCC(c1ccccc1)c1ccccc1 | -4%
CC(C)C[C@H](NC(=O)N1CCn2c1nc1ccccc12)C(=O)NCc1ccc2c(c1)OCO2 | -10%
COc1cccc2[nH]c3c(=O)[nH]cnc3c12 | -19%
O=Cc1coc2ccc3ccccc3c2c1=O | -2%
O=C(c1cc(COc2ccc(F)cc2Cl)on1)N1CCCCC1c1cccnc1 (configuration not stated) | -10%
CC(NC(=O)Cn1cnnn1)c1cccc(C(F)(F)F)c1 (configuration not stated) | -8%
COC(=O)Nc1cc(C(=O)c2ccc(Cl)cc2Cl)c[nH]1 | -8%
CN1C(=O)[C@H]2[C@@H](/C=C/c3ccccc3)N3C(=O)CN(Cc4ccccc4)C(=O)[C@@]3(C)[C@H]2C1=O | -10%
CCC1(C)Cc2c(sc3[nH]c(=S)[nH]c(=S)c23)CO1 (configuration not stated) | -5%

6 entries out of the list above, ordered by the number in LYP phosphatase, high to low:
SMILES | LYP phosphatase
O=Cc1coc2ccc3ccccc3c2c1=O | -2%
CC[C@H](C)[C@@H](CN[C@H](C)CNC)NCCC(c1ccccc1)c1ccccc1 | -4%
CCC1(C)Cc2c(sc3[nH]c(=S)[nH]c(=S)c23)CO1 (configuration not stated) | -5%
Cc1cc(C)nc(NC(=O)Cc2ccc(Cl)cc2)c1 | -8%
O=C(c1cc(COc2ccc(F)cc2Cl)on1)N1CCCCC1c1cccnc1 (configuration not stated) | -10%
COc1cccc2[nH]c3c(=O)[nH]cnc3c12 | -19%

Later entries:
SMILES | LYP phosphatase
COc1cccc(NC(=O)Cc2nnc(SCC(=O)NC3CCCC3)n2C)c1 | -11%
CC(=O)c1cc2c(cc1NC(=O)CCn1cnnn1)OCO2 | -9%
O=C(O)c1ccc(/C=N/NC(=O)c2ccc3c(c2)OCCO3)cc1 | -2%
CS(=O)(=O)N1CCC(C(=O)Nc2ccc(F)c(Cl)c2)CC1 | -4%
O=C(NC1CCN(S(=O)(=O)c2ccccc2)CC1)c1ccccc1 | -7%
COc1ccccc1NC(=O)CN1C(=O)COc2ccc(C)cc21 | -10%
OCCNc1ncnc2c1cnn2Cc1ccccc1 | -9%
Cc1ccc(O)c(/C=N/NC(=O)CN2CCCC2)c1 | -8%
O=C(CCCC(=O)N(c1ccc(F)cc1)C(C(=O)NC1CCCC1)c1ccc(O)cc1)Nc1ccccn1 (configuration not stated) | -4%
CSc1nnc(NC(=O)c2nc(S(=O)(=O)Cc3ccccc3)ncc2Cl)s1 | -10%
O=C(NCc1ccc2c(c1)OCO2)C(=O)NCC1OCCCN1S(=O)(=O)c1ccc(F)cc1 (configuration not stated) | -12%
COC(=O)c1sc2ncn(CC(=O)N(C)C3CCCCC3)c(=O)c2c1C | -4%
O=C(CSc1nnc(NC(=O)c2ccc(F)cc2F)s1)NC1CCCC1 | -4%
Cc1ccccc1N1CCN(C(=O)C2CCC(=O)N(C3CCCC3)C2)CC1 (configuration not stated) | -8%
N#Cc1c(NC(=O)C(=O)NCCCN2CCOCC2)sc2c1CCCC2 | -12%
CCOc1ccc(C(C)=O)cc1COc1ccc(-c2nnco2)cc1 | -6%
CCOC(=O)CCN(c1ccccc1)S(=O)(=O)c1ccc(-c2ccc(=O)[nH]n2)s1 | -8%
COc1ccccc1CNC(=O)c1nn(C)c2c1CS(=O)(=O)c1ccccc1-2 | 0%
N#CC1=C(N)OC2=C(C(=O)CCC2)C1c1ccc2c(c1)OCO2 (configuration not stated) | -8%
CS(=O)(=O)N1CCN=C1SCc1ccc(Br)cc1 | -9%
O=[N+]([O-])c1ccc(-c2cnc3ccccc3n2)cc1 | -6%
C=CCNc1nc(Nc2cc(Cl)ccc2OC)nc(OC)n1 | -7%
CN1CCc2c(sc3nc(SCC(=O)N4CCOCC4)n(-c4ccc(Cl)cc4)c(=O)c23)C1 | -4%
COC(=O)CNC(=O)c1cn(-c2ccc(C)c(C)c2)c(=O)c2ccccc12 | -7%
NS(=O)(=O)c1ccc(NC(=O)CSc2nnc(-c3ccc(O)cc3)o2)cc1 | -7%
CN(c1cccc(NC(=O)c2ccc(CN3CCc4ccccc4C3)cc2)c1)S(C)(=O)=O | -3%
O=C(c1ccco1)N1CCN(C(=O)c2cc(-c3ccc(F)cc3)no2)CC1 | -8%
COc1ccc(S(=O)(=O)Cc2ccc(C(=O)NCC(OC)OC)o2)cc1 | -6%
COc1ccc(NC(=O)CN(C)S(=O)(=O)c2ccc3c(c2)c(=O)n(C)c(=O)n3C)cc1 | -5%
O=C(c1ccc(Cl)cc1)C1CCN(C(=O)c2ccccc2)CC1 | -4%
O=C(Nc1cc(Cl)ccc1O)c1cc(-c2ccco2)on1 | -6%
O=c1c2ccccc2ncn1Cc1ccc(Cl)c(Cl)c1 | -6%
Cc1cc(C)cc(NC(=O)CCn2c(=S)[nH]c3ccccc3c2=O)c1 | -7%
CC(=O)c1c(C)[nH]c(C(=O)Nc2ccccc2Cl)c1C | 1%
COc1cc(OC)cc(C(=O)NNC(=O)C(=O)Nc2cc(OC)c(Cl)cc2OC)c1 | -9%
CN1C(C(=O)Nc2cccc(O)c2)=CC(c2cccs2)=NS1(=O)=O | -6%
O=C(CCC(=O)N1CCCCCC1)NCc1ccc(F)cc1 | -10%
CCn1c(COc2cccc(OC)c2)nnc1SCC(=O)NCC1CCCO1 (configuration not stated) | -10%
COc1cccc(/C=C(\C)C(=O)c2c(C)cc(C)[nH]c2=O)c1OC | -5%
COc1cc(OC)cc(C(=O)NCC(=O)Nc2ccc(-c3ccccc3)cc2)c1 | 2%
O=C(NCCc1ccccc1)C(=O)NCC1OCCCN1S(=O)(=O)c1cc(F)ccc1F (configuration not stated) | -5%
CC(C)NC(=O)C(C)N1CCN(S(=O)(=O)c2ccc3ccccc3c2)CC1 (configuration not stated) | -8%
COc1cccc(C(=O)NC2CCCN(C3Cc4ccccc4C3)C2)c1OC (configuration not stated) | 1%
CCC1Sc2ccc(S(=O)(=O)CCC(=O)Nc3ccc(OC(F)(F)F)cc3)cc2NC1=O (configuration not stated) | -6%
CC1CN(C(=O)c2cc3cc(Br)ccc3[nH]2)CC(C)O1 (configuration not stated) | -4%
NS(=O)(=O)c1ccc(CCNC(=O)c2ccccc2OCc2ccc(F)cc2)cc1 | -4%
Cc1cc(OCC(=O)NCC2CCC(C(=O)O)CC2)c2c(C)cc(=O)oc2c1 (configuration not stated) | -13%
O=C(CSc1cn[nH]n1)Nc1nc2ccccc2s1 | -10%
COc1ccc(COc2ncnc3ccc(Br)cc23)cc1F | -7%
CCc1nnc(NC(=O)c2c(-c3ccccc3)noc2C)s1 | -4%
(more compounds)
SMILES | LYP phosphatase
COc1ccc(C(=O)C2CCN(CC(=O)Nc3cc(C)cc(C)c3)CC2)cc1 | -10%
Cc1cc(Cl)c2oc(C(=O)N3CCN(C(=O)c4ccco4)CC3)c(C)c2c1 | -10%
CCC(CC)C(=O)Nc1nnc(SCC(=O)NC2CCCCC2)s1 | -6%
COc1ccc(CNC(=O)c2cc(S(=O)(=O)N3CCCC3)cn2C)cc1 | -3%
O=C(CN(Cc1ccc(F)cc1)C(=O)CNS(=O)(=O)c1ccccc1)NCC1CCCO1 (configuration not stated) | 1%
CCN(CC)C(=O)N1c2ccccc2Sc2ccccc21 | -12%
COc1ccc(Cn2c(=O)oc3ccc(C)cc32)cc1 | -11%
COc1ccc(/C=N/Nc2cc(C)nc3c(C)cccc23)cc1 | -11%
Cc1ccc(N2C(=O)CCC(C(=O)O)C2c2cccs2)cc1 (configuration not stated) | -13%
O=S(=O)(c1cc(F)ccc1F)N1CCN(c2ncccn2)CC1 | -4%
O=C(NCc1ccc2c(c1)OCO2)c1ccc(CS(=O)Cc2ccc(Cl)cc2)o1 (configuration not stated) | -11%
COc1ccc(CCNC(=O)CCc2cc(OC)c(OC)c(OC)c2)cc1 | 1%
COCc1ccc(C(=O)N2CCCC(C(=O)c3ccc(SC)cc3)C2)s1 (configuration not stated) | -3%
O=C(CN1CCc2cc3c(cc2C1)OCCCO3)Nc1c(F)cccc1F | -13%
CN(C)c1ccc(CNS(=O)(=O)c2ccc3c(c2)NC(=O)CS3)cc1 | -6%
C=CCc1cccc(CNc2nc3ccccc3n2C)c1O | -8%
Cc1ccc2c(c1)N(S(=O)(=O)c1cc(-c3cc(C)no3)ccc1C)CCO2 | -4%
Cc1nc(NC(=O)CSc2nccn2C)sc1C(=O)N(C)C | -8%
CC(NC(=O)c1ccccc1Cl)NC(=O)c1ccccc1Cl | -9%
O=C(O)CSc1nnc(-c2ccc(Cl)cc2Cl)n1Cc1ccccc1 | -6%

7 records drawn at random from the list so far:
SMILES | LYP phosphatase
CCC1Sc2ccc(S(=O)(=O)CCC(=O)Nc3ccc(OC(F)(F)F)cc3)cc2NC1=O (configuration not stated) | -6%
O=C(COc1ccc2cc(Br)ccc2c1)N1CCCC1 | -6%
O=C(Cn1cnc([N+](=O)[O-])n1)c1ccccc1 | 6%
CC(=O)c1cc2c(cc1NC(=O)CCn1cnnn1)OCO2 | -9%
COCc1ccc(C(=O)N2CCCC(C(=O)c3ccc(SC)cc3)C2)s1 (configuration not stated) | -3%
CC[C@H](C)[C@@H](CN[C@H](C)CNC)NCCC(c1ccccc1)c1ccccc1 | -4%
CSCC[C@H](NC(=O)N1C[C@H]2C[C@@H](C1)c1cccc(=O)n1C2)C(=O)Nc1ccc(NC(C)=O)cc1 | -6%

5 entries from above, with the structure last.
LYP phosphatase,Molecule
-6%,COc1ccccc1OCCNC(=O)CCNC(=O)c1ccccc1Cl
-7%,CC1=C(C(=O)OCCC(C)C)C(c2ccc3c(c2)OCO3)NC(=O)N1 (configuration not stated)
-8%,Cc1cc(C)nc(NC(=O)Cc2ccc(Cl)cc2)c1
-4%,CC[C@H](C)[C@@H](CN[C@H](C)CNC)NCCC(c1ccccc1)c1ccccc1
-10%,CC(C)C[C@H](NC(=O)N1CCn2c1nc1ccccc12)C(=O)NCc1ccc2c(c1)OCO2

The list continues:
SMILES | LYP phosphatase
CCOC(=O)N1CCN(Cc2nc3cc(NC(=O)c4ccco4)ccc3n2CC)CC1 | -8%
Cc1nc(NC(=O)CN2CCN(c3ccccc3F)CC2)sc1C(=O)N(C)C | -6%
O=C(Nc1ccc(N2CCCC2=O)cc1)c1cncc(Br)c1 | -5%
Cc1cc2[nH]c(=O)c(=O)[nH]c2cc1S(=O)(=O)N(C)C1CCCCC1 | -8%

Not all compounds are listed (hit frequency here may not be typical).
